Screens: PubChem, several laboratories
dFosB act: enhances mouse delta FosB homodimer DNA binding | hit rate 0.99% among 340,000 | purified delta FosB, TAMRA-CDK5 oligo fluorescence polarization; percent of positive-control signal above neutral wells | AID 493131 | P13346 | activation, % at 25 µM;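 active means mean activation above about 17%, with every replicate also reaching it, limit read from the data, passing the limit was not always enough; inconclusive means only one of the two conditions met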;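 further: fluorescence polarization rise as delta FosB binds a TAMRA Cdk5 AP-1 oligo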
HTR5A ag ctr: counter-screen for OPRM1-OPRD1 agonists: human HTR5A agonism; P47898; HTR5A agonist assay, luminescence, cell-based; activation, % at 9.3 µM; hit rate 0.61% among 340,000; AID 504692; in the data active means activation mostly above about 9.5%, no sharp cut-off; inactive means mostly below about 7.6%;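 further: 0% = cells with vehicle only and 100% = reference agonist; strong numbers were not always called active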
PvdQ inh: P. aeruginosa PvdQ acylase inhibition; inhibition, % at 10 µM; hit rate 0.063% among 340,000; purified PvdQ acylase, fluorescence plate reader; in the data active means inhibition above about 30%, passing the limit was not always enough; inconclusive means no clear call, values can overlap the other calls;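 further: 0% = vehicle neutral wells and 100% = reference inhibitor wells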
MITF act: MITF TRPM1 promoter activation in melanoma cells; SK-MEL-5 TRPM1-promoter luciferase, 24 h; % of positive control, neutral wells = 0; activation, % at 12.5 µM; hit rate 0.75% among 300,000; AID 588334;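 active means mean activation of at least 80% with every replicate also reaching 80%; inconclusive means mean reaches 80% but some replicate falls short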;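 further: 0% = neutral control wells and 100% = parthenolide positive control wells; values of inactives mirror those of a sister screen read the other way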
CDK5 inh: inhibitors of human CDK5/p35 kinase | Recombinant CDK5/p35, ADP-Glo luminescence, 60 min | inhibition, % at 10 µM | hit rate 0.01% among 330,000 | AID 488839;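 active means highest replicate inhibition of at least 50% and at least 75% of replicates reaching 50%; inconclusive means only one of the two criteria met; inactive means both criteria failed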;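 further: plate controls were DMSO neutral control for no effect and GW8510 at 10 µM for full effect; many of its hits are not listed in these tables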
Rtt109 Vps75: C. albicans Rtt109 histone acetyltransferase inhibition. hit rate 0.16% among 330,000. AID 540336. inhibition, % at 34.9 µM. purified Rtt109/Vps75, ThioGlo CoA-SH fluorescence, 4 h. Q5AAJ8;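 active means inhibition of at least 50% in every replicate; inconclusive means best replicate reaches 50% inhibition but some replicates fall short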
Target sequence (Q5AAJ8 whole entry, looked up): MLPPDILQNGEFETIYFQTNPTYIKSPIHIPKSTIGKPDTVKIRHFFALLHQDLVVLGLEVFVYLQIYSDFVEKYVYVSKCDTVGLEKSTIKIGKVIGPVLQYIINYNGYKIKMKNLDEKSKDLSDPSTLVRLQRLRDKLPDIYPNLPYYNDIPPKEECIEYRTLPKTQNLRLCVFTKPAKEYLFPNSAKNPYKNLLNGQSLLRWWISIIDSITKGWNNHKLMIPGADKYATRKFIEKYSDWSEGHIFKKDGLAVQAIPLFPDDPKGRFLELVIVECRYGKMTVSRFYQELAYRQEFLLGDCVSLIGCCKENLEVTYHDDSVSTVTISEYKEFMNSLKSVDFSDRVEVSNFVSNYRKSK
RTF Ca sens act: increases calcium sensitivity of human cardiac regulated thin filaments; P19429+P45379; IANBD-labeled TnC RTF fluorescence at EC20 calcium; 0% EC20 calcium, 100% full calcium; activation, % at 7.2 µM; hit rate 0.24% among 340,000; AID 493008;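 active means activation above the mean over all tested compounds plus 3 SD, cut at about 30% in these data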;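 further: rise in fluorescence read as greater calcium sensitivity of cardiac thin filaments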
Wnt act: Wnt/beta-catenin pathway activation; Wnt/beta-catenin reporter cell assay, activator, plate reader; activation, % at 9.35 µM; hit rate 1.2% among 300,000; AID 743398; in the data active means activation above about 30%, passing the limit was not always enough; inconclusive means no clear call, values can overlap the other calls;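 further: 0% = neutral control wells and 100% = positive control wells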
SR-BI uptake up: activators of SR-BI mediated HDL lipid uptake. activation, % at 12.5 µM. CHO ldlA[mSR-BI] cells, DiI-HDL uptake fluorescence, 3 h; 100 = double the neutral-control signal. hit rate 0.096% among 320,000;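 active means mean replicate activation of at least 60% and every replicate at or above 60%; inconclusive means mean or all-replicate condition met, but not both; inactive means mean below 60% and not all replicates reaching 60%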;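 further: 0% = median plate neutral-control signal and 100% = twice that signal; values of inactives mirror those of a sister screen read the other way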
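material = CHO ldlA[mSR-BI] cells | medium = Ham's F12 with 0.5% BSA, HEPES 25 mM, pH 7.4 | reagent = fluorescent DiI-HDL, 10 µg/mL final | compound dosing = single-point compound dose | incubation = 3 h, 37 °C | measured by = bottom-read fluorescence, 550/595 nm | measure = HDL uptake via cellular fluorescence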
SR-BI DiI inh: blocks mouse SR-BI lipid uptake from DiI-HDL; ldlA[mSR-BI] CHO cells, DiI-HDL uptake fluorescence, 3 h; inhibition, % at 12.5 µM; hit rate 0.96% among 320,000;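 active means mean replicate inhibition of at least 70% and a set share of replicates each scoring 70 or more; inconclusive means meets just one of the two criteria; inactive means fails both criteria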;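 further: 0% = median of neutral control wells and 100% = median of positive control wells; values of inactives mirror those of a sister screen read the other way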
Target sequence (Q61009 whole entry, looked up): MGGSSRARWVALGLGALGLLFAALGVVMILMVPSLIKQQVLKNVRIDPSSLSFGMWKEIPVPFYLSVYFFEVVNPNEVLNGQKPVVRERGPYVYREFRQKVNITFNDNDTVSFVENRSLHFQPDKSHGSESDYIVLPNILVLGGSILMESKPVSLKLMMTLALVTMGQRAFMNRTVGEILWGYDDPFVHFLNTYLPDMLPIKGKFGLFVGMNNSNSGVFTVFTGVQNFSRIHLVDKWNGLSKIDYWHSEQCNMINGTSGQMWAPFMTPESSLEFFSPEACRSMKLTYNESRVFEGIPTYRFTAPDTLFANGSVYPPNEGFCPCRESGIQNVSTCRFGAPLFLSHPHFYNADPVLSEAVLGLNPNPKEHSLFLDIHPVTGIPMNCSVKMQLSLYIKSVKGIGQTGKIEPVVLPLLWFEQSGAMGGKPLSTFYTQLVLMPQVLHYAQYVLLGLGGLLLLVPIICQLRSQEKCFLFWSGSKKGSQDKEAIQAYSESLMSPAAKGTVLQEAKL
An asterisk follows results filed as active; ? = inconclusive; · = not tested or not shown.

The first 3 entries, ahead of the listing:
SMILES	dFosB act	HTR5A ag ctr	PvdQ inh	MITF act	CDK5 inh	Rtt109 Vps75	RTF Ca sens act	Wnt act	SR-BI uptake up	SR-BI DiI inh
COc1cc(CC(=O)NCC2COc3ccccc3O2)cc(OC)c1OC (stereo not given)	-1	3	-2	-2	0.7	-20	-5	-1	-1	1
O=C(NCC1CCCO1)c1cc2cc(Cl)ccc2[nH]1 (stereo not given)	-6	6	5	31	-0.7	-18	6	4	15	-15
COc1ccc(C(=O)c2cnc[nH]2)cc1	-4	·	-6	·	-4.5	-9	·	3	15	-15

Results (from the top)
SMILES	dFosB act	HTR5A ag ctr	PvdQ inh	MITF act	CDK5 inh	Rtt109 Vps75	RTF Ca sens act	Wnt act	SR-BI uptake up	SR-BI DiI inh
COc1cc(CC(=O)NCC2COc3ccccc3O2)cc(OC)c1OC (stereo not given)	-1	3	-2	-2	0.7	-20	-5	-1	-1	1
O=C(NCC1CCCO1)c1cc2cc(Cl)ccc2[nH]1 (stereo not given)	-6	6	5	31	-0.7	-18	6	4	15	-15
COc1ccc(C(=O)c2cnc[nH]2)cc1	-4	·	-6	·	-4.5	-9	·	3	15	-15
CCC(=O)Oc1ccc(C(=O)Nc2cccc(C(=O)NCC(C)C)c2)cc1	0	-1	-2	2	-0.4	2	-4	·	-39	39
CCN1CCN(C(=S)NC(=O)/C=C/c2cccs2)CC1	1	2	5	8	-0.7	30	6	0	2	-2
COc1ccc(N(CC(=O)Nc2cccc(N(C)S(C)(=O)=O)c2)S(=O)(=O)c2ccccc2)cc1Cl	-5	0	1	5	-2.0	8	-3	-7	-57	57
CN1C(C(=O)N2CCc3ccccc3C2)=CC(c2ccc(F)cc2)=NS1(=O)=O	-1	0	-6	-21	-2.2	-4	-2	1	·	·
COC(=O)C/C(C)=N/Nc1ccc(S(=O)(=O)N2CCCC2)cc1[N+](=O)[O-]	-1	-4	-15	-1	-1.2	-9	-1	0	18	-18
Cc1ccc(S(=O)(=O)N(C)CC(=O)OCC(=O)c2ccc3c(c2)NC(=O)CO3)cc1	-1	2	-11	-5	1.9	3	-1	-2	5	-5
Cc1c(OC(C)C(=O)O)ccc2c(-c3ccccc3)cc(=O)oc12 (stereo not given)	-6	-3	-2	-14	0.3	·	-2	-1	5	-5
Nc1ncc2c(n1)-c1cc(Cl)ccc1SC2	11	4	7	-1	2.1	12	1	-4	25	-25
COc1ccc(C(OC(=O)c2ccco2)C(=O)NC2CCCC2)cc1OC (stereo not given)	-4	7	-13	-5	0.0	-5	1	-5	14	-14
CCOC(=O)C(C)c1n[nH]c(=O)c2ccccc12 (stereo not given)	-4	-3	-7	·	-1.1	6	-4	-4	2	-2
Cc1ccc2nc(CSc3nnc(Nc4ccccc4F)s3)cc(=O)n2c1	-9	2	-13	-2	-0.6	1	7	-2	12	-12
Cc1ccc(NC(=O)CN(C)C(=O)c2cc3c(s2)CCCCC3)cc1	-12	-1	-7	8	0.5	0	-1	0	-2	2
CCOC(=O)C1=C(COC(=O)c2ccc([N+](=O)[O-])s2)NC(=O)NC1C (stereo not given)	-10	6	-2	-61	-0.6	4	1	-1	-19	19
COC(=O)c1ccccc1-c1ccc(/C=N/NC(=O)c2cc3ccccc3o2)o1	-8	1	-7	-5	1.3	-5	-6	·	-12	12
COc1ccccc1-c1sc2cc3c(cc2c1-c1ccc(OCCN2CCOCC2)cc1)OCO3	1	2	-4	4	-2.6	-4	-5	·	-6	6
Cc1ccc(C)c(NC(=S)N2C3CCCC2CC(NC(=O)C2CC2)C3)c1 (stereo not given)	1	11	2	2	-0.2	-1	-2	-1	·	·
COc1ccc(OC)c(NC(=O)NNC(=O)COc2ccc([N+](=O)[O-])cc2)c1	9	0	-18	-1	0.1	3	-2	-1	-5	5
Cn1cnnc1SCC(=O)Nc1ccc2nc(SCc3ccccc3Cl)sc2c1	-21	6	-11	68	0.2	4	2	0	-4	4
N#Cc1cc2c(=O)n3ccccc3nc2n(CCCn2ccnc2)c1=N	-15	2	-6	-4	-3.0	-29	2	-4	34	-34
O=C(COC(=O)Cc1ccc(Cl)c(Cl)c1)NCc1ccco1	-14	7	-4	5	-0.8	1	3	0	-9	9
Cc1ccc(CN2CCSCC2)cc1	-2	4	12	7	2.9	-9	0	1	41	-41
CCOc1ccc(-n2c(SCc3ccc(C#N)cc3)nnc2-c2cccnc2)cc1	-17	-1	5	·	-0.9	7	-2	-5	-20	20

Six entries from above, with bars between the fields:
Compound | dFosB act | HTR5A ag ctr | PvdQ inh | MITF act | CDK5 inh | Rtt109 Vps75 | RTF Ca sens act | Wnt act | SR-BI uptake up | SR-BI DiI inh
COc1ccc(C(=O)c2cnc[nH]2)cc1 | -4 | · | -6 | · | -4.5 | -9 | · | 3 | 15 | -15
CCC(=O)Oc1ccc(C(=O)Nc2cccc(C(=O)NCC(C)C)c2)cc1 | 0 | -1 | -2 | 2 | -0.4 | 2 | -4 | · | -39 | 39
CCN1CCN(C(=S)NC(=O)/C=C/c2cccs2)CC1 | 1 | 2 | 5 | 8 | -0.7 | 30 | 6 | 0 | 2 | -2
COc1ccc(N(CC(=O)Nc2cccc(N(C)S(C)(=O)=O)c2)S(=O)(=O)c2ccccc2)cc1Cl | -5 | 0 | 1 | 5 | -2.0 | 8 | -3 | -7 | -57 | 57
CN1C(C(=O)N2CCc3ccccc3C2)=CC(c2ccc(F)cc2)=NS1(=O)=O | -1 | 0 | -6 | -21 | -2.2 | -4 | -2 | 1 | · | ·
COC(=O)C/C(C)=N/Nc1ccc(S(=O)(=O)N2CCCC2)cc1[N+](=O)[O-] | -1 | -4 | -15 | -1 | -1.2 | -9 | -1 | 0 | 18 | -18

The list continues.
SMILES	dFosB act	HTR5A ag ctr	PvdQ inh	MITF act	CDK5 inh	Rtt109 Vps75	RTF Ca sens act	Wnt act	SR-BI uptake up	SR-BI DiI inh
COc1ccc(NC(=O)CSCC(=O)Nc2cc(Cl)ccc2N2CCCC2)cc1	-12	3	4	-5	0.9	4	2	-3	-4	4
C=CCN(c1ccc(C(=O)Nc2ccc(C)cc2)cc1)S(C)(=O)=O	2	2	10	8	1.1	4	0	10	-57	57
CCCCCCCCOC(=O)c1cc([N+](=O)[O-])c(Sc2ncnc3nc[nH]c23)c([N+](=O)[O-])c1	-17	9	-20	·	0.6	5	-4	4	-77	77*
Nc1nonc1-c1noc(COc2ccccc2Cl)n1	-5	-1	15	113*	-2.1	-5	-8	43*	33	-33
COC(=O)c1ccc(CO/N=C/c2ccccc2OC)cc1	2	1	9	3	-0.4	14	-6	-1	0	0
Fc1ccc(Oc2ncccn2)c(F)c1	1	1	-7	-3	0.2	·	9	-5	14	-14
CCO[C@H]1OC(C(=O)N2CCCCCCC2)=C[C@@H](c2ccc(C(F)(F)F)cc2)[C@@H]1CCCO	1	3	-1	0	-0.5	?	-5	1	11	-11
Cc1nonc1OCCNc1ccc([N+](=O)[O-])cc1	5	-3	6	-2	-0.5	4	7	·	-8	8
CCOc1ccc2c(c1)C(c1ccc(C)cc1)=NNC(c1ccc(OC)cc1)=N2	-10	-1	5	17	2.3	-8	0	0	-73	?
COCCn1c(CCc2ccccc2)n[nH]c1=S	5	2	0	-3	-0.6	-7	3	0	-32	32
CCN(C(=O)COC(=O)c1nc2nc(C)cc(C)n2n1)C1CCCCC1	-3	-1	2	6	-1.5	-9	-3	-4	11	-11
Cc1cc(=O)n2nc(N3CCC(C(=O)NCc4cccc(Cl)c4)CC3)sc2n1	-8	-3	8	0	1.5	0	0	0	-20	20
O=C(COc1ccc(C(=S)N2CCOCC2)cc1)Nc1ccccc1C(F)(F)F	-5	1	5	0	1.5	8	3	0	-19	19
COc1cccc(C(=O)/C=C/Nc2ccc(S(=O)(=O)Nc3cnc4ccccc4n3)cc2)c1	-5	6	-15	0	-4.4	0	1	·	34	-34
COC(=O)c1ccc(C2/C(=C(/O)c3ccc4c(c3)CC(C)O4)C(=O)C(=O)N2Cc2ccncc2)cc1 (stereo not given)	0	3	-24	4	-0.6	1	-3	2	8	-8
O=C(CCNC(=O)c1ccc(Cl)cc1)NNC(=O)c1ccc(F)cc1	-10	-11	-11	-1	1.0	-2	1	-1	16	-16
COC(=O)C1CCN(CC(=O)Nc2ccc(C(=O)Nc3ccccc3OC)cc2)CC1	-12	-2	11	-1	-0.5	10	0	-2	-52	52
CCC1(CC)C(=O)N(c2ccccc2)C(=N)N(c2ccccc2)C1=O	-1	2	-13	3	-8.6	-7	5	0	1	-1
O=C(CN1CCOCC1)N1CCOCC1	-1	5	8	-7	2.0	·	-1	-2	-2	2
CCOC(=O)c1c(-c2ccccc2)oc2cc(Br)c(O)cc12	-6	6	0	8	-0.1	-6	-5	-1	-19	19
Cc1ccc(S(=O)(=O)N[C@H](C(=O)N2CCC(C(=O)N[C@H](C(=O)O)c3ccccc3)CC2)C(C)C)cc1	-10	4	9	6	1.3	6	4	-3	-4	4
Cc1ccc(CSCC(=O)N(C)CC(=O)Nc2ccccc2Cl)cc1	-8	2	-6	1	-0.3	-4	-6	2	-10	10
O=C(COC(=O)Cc1n[nH]c(=O)c2ccccc12)Nc1ncc(Cl)cc1Cl	-3	0	-31	-15	0.2	-11	3	-2	11	-11
CCN(C(C)=O)c1cnc(C=NNC(N)=S)c2ccccc12	-3	6	7	-47	1.4	-3	-6	-3	-8	8
CCO[C@@H]1OC(C(=O)N2CCOCC2)=C[C@H](C2CCCCC2)[C@H]1CCCO	4	6	-3	20	-1.3	-3	-8	-2	19	-19
COc1ccc(N2CCN(C(=O)Cn3cnc4sc(C)c(S(=O)(=O)N5CCOCC5)c4c3=O)CC2)cc1	-6	-1	1	3	-1.6	1	2	-1	-3	3
CCNC(=S)N/N=C/c1ccc(OCC(=O)Nc2ccc(OC)cc2)c(OC)c1	3	3	3	-4	-1.2	16	-21	0	-30	30
